LMNA splice mod = modulators of lamin A splicing; HeLa LMNA splicing GFP/RFP minigene ratio, 48 h; 200,000 tested, 0.01% active; Potency, µM (top dose mostly 46.1 µM), inactives show at the top dose ratio change, negative = inhibition, most hits filed as inhibitors; active = well fitted inhibition curve with a large enough effect in the signal ratio, with a control signal flat, not every such curve was filed as active; inconclusive = small, poorly fitted or top-dose-only effect, or effect the other way, or a change in a side signal; the % refers to the signal ratio; note: potency is the fitted concentration of half-maximal effect; % is set by controls: 0 for no effect and ±100 for the full control effect
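S3 HeLa cells stably expressing lamin A-EGFP splicing minigene plus DsRed2, 600 cells/well, 48 h compound exposure at 37C. Laser-scanning cytometry; analysed as GFP (500-530 nm)/RFP (575-640 nm) total intensity ratio; 0.5% DMSO vehicle.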
HTT aggregate = reduces HttQ103-GFP aggregates in PC12 cells | PC12 HttQ103-GFP aggregates, Acumen cytometry, 40 h | Potency, µM (top dose mostly 46.1 µM), inactives show at the highest dose activity change, negative = inhibition, hits mostly inhibitors | 220,000 tested, 1.1% active; note: potency is the fitted concentration of half-maximal effect; % is set by controls: 0 for no effect and ±100 for the full control effect; nearly all actives have a fitted effect of over 60% in size
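PC12/HTTQ103-GFP, ecdysone-inducible; teb 100 nM; cpd qHTS titration; GFP aggregates read on laser cytometer, Ex 488/Em 500-530 nm.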
NPSR antag = antagonists of human neuropeptide S receptor cAMP signaling | 220,000 tested, 1% active | Q6W5P4 | CHO-NPSR cells, cAMP TR-FRET, antagonist mode | Potency, µM (series often up to 38.3 µM), for the others: at the top dose activity change, negative = inhibition, hits mostly inhibitors; note: potency is the fitted concentration of half-maximal effect; % is set by controls: 0 for no effect and ±100 for the full control effect; nearly all actives have a fitted effect of over 50% in size; many of its hits are not listed in these tables
Target sequence (Q6W5P4 whole entry, looked up): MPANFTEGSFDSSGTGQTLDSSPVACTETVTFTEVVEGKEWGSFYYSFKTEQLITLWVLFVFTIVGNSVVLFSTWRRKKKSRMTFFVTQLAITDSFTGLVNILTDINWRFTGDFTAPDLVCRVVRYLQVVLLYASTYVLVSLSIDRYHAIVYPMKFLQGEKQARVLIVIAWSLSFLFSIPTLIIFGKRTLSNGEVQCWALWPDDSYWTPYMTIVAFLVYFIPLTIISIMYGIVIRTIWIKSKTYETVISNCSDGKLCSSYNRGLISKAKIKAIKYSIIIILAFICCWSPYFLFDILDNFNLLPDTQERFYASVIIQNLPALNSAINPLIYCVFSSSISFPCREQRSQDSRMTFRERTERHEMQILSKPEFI
Luc counter = blocks Kinase-Glo luciferase, a counter-screen artifact; Potency, µM (titrated, usually from 38.3 µM), without a hit: top-dose activity change, negative = inhibition, hits mostly inhibitors; Kinase-Glo luciferase, ATP luminescence, 8 min; 200,000 tested, 0.28% active; Q27757; note: potency is the fitted concentration of half-maximal effect; % is set by controls: 0 for no effect and ±100 for the full control effect; nearly all actives have a fitted effect of over 60% in size
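Compounds were added to a substrate mix at pH 7.2 (50 mM imidazole, 10 uM ATP, within the enzyme's linear range), followed by Kinase-Glo detection reagent; luminescence was measured after 8 minutes at ambient temperature.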
CBFb RUNX1 block = CBF-beta/RUNX1 interaction disruption; Q01196+Q13951; AlphaScreen CBFb-His/RUNX1-biotin binding, biochemical; Potency, µM (highest dose often 59.8 µM), without a hit: at the highest dose activity, negative = inhibition, most hits filed as inhibitors; 230,000 tested, under 10 active; AID 1477; note: % of control where 0% means no effect
Target sequence (Q01196 whole entry, looked up): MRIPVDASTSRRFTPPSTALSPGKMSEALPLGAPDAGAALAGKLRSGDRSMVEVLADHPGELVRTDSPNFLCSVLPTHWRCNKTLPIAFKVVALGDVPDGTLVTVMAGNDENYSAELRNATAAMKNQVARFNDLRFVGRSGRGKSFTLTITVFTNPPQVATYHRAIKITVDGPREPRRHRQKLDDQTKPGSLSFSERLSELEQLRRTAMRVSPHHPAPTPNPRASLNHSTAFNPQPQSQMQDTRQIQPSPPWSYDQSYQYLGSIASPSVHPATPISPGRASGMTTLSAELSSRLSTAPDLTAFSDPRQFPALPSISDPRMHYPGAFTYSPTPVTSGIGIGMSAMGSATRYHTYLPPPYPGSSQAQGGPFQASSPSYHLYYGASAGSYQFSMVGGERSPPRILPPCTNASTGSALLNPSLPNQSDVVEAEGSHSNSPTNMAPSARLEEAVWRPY
Target sequence (Q13951 whole entry, looked up): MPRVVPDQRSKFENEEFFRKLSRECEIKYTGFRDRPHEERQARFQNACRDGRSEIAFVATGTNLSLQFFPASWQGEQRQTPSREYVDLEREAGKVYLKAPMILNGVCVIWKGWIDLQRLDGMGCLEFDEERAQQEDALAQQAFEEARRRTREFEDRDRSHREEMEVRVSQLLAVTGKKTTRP
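CBFb-His/RUNX1-biotin, 30 nM each, preincubated 20 min RT; compound 15 min RT; Ni + streptavidin beads 50 ng each, 90 min RT; AlphaScreen read.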
Epigenetic derep = epigenetic control regulation, reporter derepression | murine LDR cells, GFP reporter derepression, 30 h | Potency, µM (doses to about 53.9 µM), inactives show at the top dose GFP activation, most hits filed as activators | 280,000 tested, 0.2% active | AID 1865; note: potency is the fitted concentration of half-maximal effect; % of control where 0% means no effect; nearly all actives have a fitted effect of over 60% in size
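Murine LDR cells bearing a silenced CMV-driven GFP reporter were exposed to compound for 30 h at 37 C. After PBS washes, GFP-positive cells (20-120 um objects) counted by laser-scanning microplate cytometry.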
IMPase Li cell = membrane-permeable IMPase blocker, potentiated with lithium. CHO-M1 cells, IP1 TR-FRET (IP-One), carbachol + lithium. Potency, µM (top dose mostly 59.4 µM), without a hit: at the highest dose activity, negative = IMPase inhibition, actives largely listed as inhibitors. 210,000 tested, 0.35% active. AID 1457;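 note: IP1 builds up when IMPase is blocked and the TR-FRET signal falls; potency is the fitted concentration of half-maximal effect; plate controls were basal vehicle for no effect and high inhibitor control for full effect; nearly all actives have a fitted effect of over 50% in size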
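Test compounds were applied to CHO-M1 cells previously cultured for 16–30 h at 2000 per well. A small lithium amount accompanied them; after 30 min at 37C, IP1 was quantified by TR-FRET.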
The depositor's hits bear a star; ? = inconclusive; . = not tested or not shown; & = joins results of further samples; [ ] = dose if it differs, or a comment. Unless noted, calls come from the whole dose curve; as a rule, active = well fitted curve in the direction sought with a large enough effect; inconclusive = small, poorly fitted or top-dose-only effect, or another doubt; inactive = no such curve, though single readings can be large; an effect the other way counts as inactive or inconclusive. Only part of the results is shown; the hit share may differ from the screen's.

SMILES	LMNA splice mod	HTT aggregate	NPSR antag	Luc counter	CBFb RUNX1 block	Epigenetic derep	IMPase Li cell
CC(=O)Nc1ccc(S(=O)(=O)Nc2nc3ccc(C)cc3s2)cc1	9%	7%	0%[46.1 µM]	3%	2%	-1.0%	-5%[38.3 µM]
COc1ccc(N2CCN(c3nc(Cl)nc(Nc4ccc(F)cc4)n3)CC2)cc1	-8%	-19%	-21%	1%	-6%	5.2%	15%
CC(C)(C)NC(=O)C(c1ccc(O)cc1)N(C(=O)Cn1nnc(-c2ccc(F)cc2)n1)c1ccccc1F (stereo not drawn)	.	.	13µM*	1%	3%	-2.2%	6%
Cc1ccc2ncnc(Oc3ncccc3[N+](=O)[O-])c2c1	.	-12%[9.22 µM]	-7%	.	7%	-1.6%	.
Cc1ncsc1CCOC(=O)c1ccc(Cl)cc1	13%[46 µM]	-1%[9.22 µM]	-8%	-2%	3%	-1.3%	22%
Cc1cc(Cl)c(OCCOCCN2CCC(C)CC2)c(Br)c1	4%	13%	5%	-3%	8%	1.3%	14%
Cc1ccccc1-n1c([C@@H]2C[C@H]2c2ccccc2)n[nH]c1=S	.	-6%[9.22 µM]	28%	.	-1%	1.6%	.
Cc1ccc(C(=O)N(C)CC(=O)Nc2ccc(F)c(F)c2F)o1	-3%[46 µM]	-25%	1%	3%	1%	-0.1%	-3%
COc1ccc(CNC(=O)C2CCN(C(=O)N3CCOc4ccc(C)cc43)CC2)cc1	10%	-9%	-6%[46.1 µM]	-2%	1%	-2.0%&1.1%	10%[38.3 µM]
C/C(=N\NC(=O)C(C)Sc1ccccc1)C(C)(C)C (stereo not drawn)	6%	-3%	-14%[46.1 µM]	-4%	3%	-1.2%	9%[38.3 µM]
Cc1cc(=O)n2nc(N3CCCC(C(=O)NCc4ccco4)C3)sc2n1 (stereo not drawn)	3%	9%	-6%[46.1 µM]	3%	3%	3.3%	5%[38.3 µM]
CC(=O)c1[nH]c(C)c(C(C)=O)c1C	13%	11%	-1%[46.1 µM]	-6%	-1%	2.8%	-29%[38.3 µM]
COC(=O)c1ccc(S(=O)(=O)N2CCN(C(c3ccccc3)c3ccccc3)CC2)n1C	.	23%[9.22 µM]	-20%	.	5%	1.7%	.
CCN(C(=O)COC(=O)c1cc(S(=O)(=O)N2CCOCC2)c(Cl)cc1Cl)C1CCS(=O)(=O)C1 (stereo not drawn)	4%[46 µM]	-13%	-9%	-1%	0%	-1.5%	6%
CCCNC(=O)NC(=O)COc1c(F)c(F)cc(F)c1F	1%	-13%	-1%[46.1 µM]	-1%	0%	0.0%	-11%[38.3 µM]
CC(=O)NC1=NN(C(C)=O)C2(CCCC2)S1	?	-5%	12%	-3%	4%	-1.1%	10%
c1ccc(C(Cc2nc(-c3ccncc3)no2)c2ccccc2)cc1	?	?	-25%[46.1 µM]	-1%	10%	0.0%	43%[activator][38.3 µM]
O=C(NCC1CCCO1)c1cn(-c2ccccc2)nc1-c1ccccc1 (stereo not drawn)	.	-1%[9.22 µM]	28%	.	0%	1.1%	-1%
O=[N+]([O-])c1ccc(N/N=C/c2cn(Cc3ccc(F)cc3)c3ccccc23)nc1	-8%	9%	-25%[46.1 µM]	-1%	-7%	10%	41%[activator]
Brc1ccc2nc(N3CCN(c4ccccc4)CC3)sc2c1	.	4%	11%	2%	5%	-3.0%	13%
Cc1c(Cl)c([N+](=O)[O-])nn1CCCC(=O)Nc1cccc(Cl)c1	-15%	1%	-14%	5%	0%	-1.1%	1%
O=C(O)CC[C@@H](C(=O)O)N1C(=O)c2ccccc2C1=O	-12%	-12%[9.22 µM]	-1%[46.1 µM]	-2%[7.66 µM]	20%&6%	0.0%&1.1%	6%&7%
O=C(Nc1ccccc1N1CCCC1)c1cc(Cl)ccc1Cl	6%[46 µM]	.	-31%	0%	-3%	2.1%	15%
CC1(C)C(O)CC[C@]2(C)C1CC[C@@]1(C)C2C(=O)C=C2[C@@H]3C[C@@](C)(C(=O)O)CC[C@@]3(C)CCC21C (stereo partly drawn)	.	.	.	-2%	8%	-1.3%	12%
O=C(CN1CCN(C(=O)c2ccco2)CC1)Nc1cc(C(F)(F)F)ccc1Cl	6%	4%	2%[46.1 µM]	9%	1%	-1.0%	1%[38.3 µM]
CCOC(=O)COc1ccc2c(=O)c(-c3ccccc3)coc2c1	-12%[46 µM]	-28%[9.22 µM]	12%	.	6%	-0.1%	.
COc1ccc2cc3c(N)c(C(=O)N4CCCC4)sc3nc2c1	11%	-6%	-19%[46.1 µM]	-6%	-1%	0.0%	15%[38.3 µM]
Cc1ccc(CSCCNC(=O)CN(c2ccccc2)S(C)(=O)=O)cc1	-12%[46 µM]	13%	-3%	1%	6%	-4.6%	2%
COC(=O)Cc1c(C)c2ccc(OCc3nn[nH]n3)cc2oc1=O	-10%	1%	?	-4%	-1%	0.1%	2%[38.3 µM]
COc1ccccc1CCNC(=O)C(=O)NCC1OCCN1S(=O)(=O)c1ccc(Br)cc1 (stereo not drawn)	?	-13%	14%	2%	-1%	3.0%	4%
Nc1cccc(CCc2nc3cc4ccccc4cc3[nH]2)c1	?	?	21%	1%	-3%	0.0%	1%
CC(=O)NC(Cc1ccc(C)cc1)C(=O)NC1CCN(c2ncccc2[N+](=O)[O-])CC1 (stereo not drawn)	-10%	-3%	14%	2%	-1%	0.0%	2%
CCOc1cc(C=C2C(=O)c3ccccc3C2=O)ccc1OCC(=O)Nc1ccc(C)cc1	-9%	5%	-15%[46.1 µM]	.	-3%	0.0%	.
CCCN1C(=O)c2cc(C(=O)NCc3ccc(OC)cc3)ccc2C1O (stereo not drawn)	-15%	4%	1%	0%	0%	1.9%	1%
COCCN=C1OC(=O)N2C(=O)C3=C4C(C[C@H]5C(=O)N(CC(=O)OC)C(=O)[C@H]5[C@H]4[C@@]12Cc1ccccc1)[C@H]1C(=O)N(CC(=O)OC)C(=O)[C@H]1[C@H]3C (stereo partly drawn)	.	.	.	2%	4%	1.0%	-5%
CCN1C(=O)/C(=C\c2nc3ccccc3c(=O)n2CC)c2ccccc21	?	23%	-48%	0%	-5%	-0.8%	30%[activator]

Part of the list above in order of SMILES length, highest first.
SMILES	LMNA splice mod	HTT aggregate	NPSR antag	Luc counter	CBFb RUNX1 block	Epigenetic derep	IMPase Li cell
COCCN=C1OC(=O)N2C(=O)C3=C4C(C[C@H]5C(=O)N(CC(=O)OC)C(=O)[C@H]5[C@H]4[C@@]12Cc1ccccc1)[C@H]1C(=O)N(CC(=O)OC)C(=O)[C@H]1[C@H]3C (stereo partly drawn)	.	.	.	2%	4%	1.0%	-5%
CC(=O)NC(Cc1ccc(C)cc1)C(=O)NC1CCN(c2ncccc2[N+](=O)[O-])CC1 (stereo not drawn)	-10%	-3%	14%	2%	-1%	0.0%	2%
COC(=O)Cc1c(C)c2ccc(OCc3nn[nH]n3)cc2oc1=O	-10%	1%	?	-4%	-1%	0.1%	2%[38.3 µM]
CCOC(=O)COc1ccc2c(=O)c(-c3ccccc3)coc2c1	-12%[46 µM]	-28%[9.22 µM]	12%	.	6%	-0.1%	.
COc1ccc2cc3c(N)c(C(=O)N4CCCC4)sc3nc2c1	11%	-6%	-19%[46.1 µM]	-6%	-1%	0.0%	15%[38.3 µM]
Nc1cccc(CCc2nc3cc4ccccc4cc3[nH]2)c1	?	?	21%	1%	-3%	0.0%	1%

Next part
SMILES	LMNA splice mod	HTT aggregate	NPSR antag	Luc counter	CBFb RUNX1 block	Epigenetic derep	IMPase Li cell
CCOC(=S)SCC(=O)Nc1nccs1	.	5.6µM*	-26%	-2%	-1%	?	6%
O=[N+]([O-])c1ccc(Nc2nc(Cl)nc(NCCO)n2)cc1	.	9%	0%	-1%	13%	1.6%	-8%
COc1ccc(C(=O)CSc2n[nH]c(=O)n2Cc2ccco2)cc1	.	-14%[9.22 µM]	5%	.	3%	-2.3%	.
N#C/C(=C/c1ccc(Sc2nc3ccccc3[nH]2)o1)c1ccccc1F	?	11µM*	?	-1%	2%	-0.7%	51%[activator][38.3 µM]
N#Cc1cccc(-c2nc(Nc3ccccc3)c3ccccc3n2)c1	?	.	.	-1%	.	-0.5%	?
O=S(=O)(Nc1cccc(-c2nc3cccnc3s2)c1)c1ccc2c(c1)OCCO2	?	?	-16%[46.1 µM]	2%	-6%	-0.8%	26%[38.3 µM]
CCn1c(SC(C)C(=O)NC2CCCc3ccccc32)nnc1-c1cccs1 (stereo not drawn)	17%	0%[9.22 µM]	-20%[46.1 µM]	2%	0%	-3.0%	11%[38.3 µM]
COc1ccc(CNn2c(-c3cccs3)nc3ccccc3c2=O)cc1OC	.	?	-14%	0%	-3%	2.0%	9%
Cc1ccc(-n2c(Cn3cnc4ccccc43)nnc2SCC(=O)O)cc1	3%	-5%	5%[46.1 µM]	6%	-1%	-0.8%	-3%
CC1CN(C(=O)c2ccc(COCC(F)(F)F)o2)CC(C)O1 (stereo not drawn)	1%	16%	0%[46.1 µM]	4%	15%	0.4%	55%[activator][38.3 µM]
COc1ccc(N2CCN(C(=O)c3ccc4c(c3)[nH]c(=S)n3c5ccccc5nc43)CC2)cc1	-8%[46 µM]	15%	-15%	-2%	-3%	1.1%	-8%
CCOC(=O)c1[nH]c(C)c(C(=O)OCCOc2cccc(C)c2)c1C	-4%	1%	15%	-1%	5%	0.0%	6%
C/C(=N\Nc1ccc2nncn2n1)c1ccco1	.	-8%[9.22 µM]	2%	.	-1%	-0.3%	.
NC(=O)c1cc(C(=O)c2ccc(Cl)cc2)c[nH]1	.	?	16%	1%	3%	4.7%	5%
C=CCn1c(=O)c2ccccc2n2c(SCc3c(C(=O)OCC)oc4ccccc34)nnc12	-3%	-5%[9.22 µM]	-2%[46.1 µM]	-2%	0%	2.3%	7%[38.3 µM]
Cc1cc(C)nc(NS(=O)(=O)c2ccc(NC(=O)c3cc(-c4ccccc4)nc4ccccc34)cc2)n1	?	?	-19%	1%	?	0.0%	3%
Clc1ccc(Nc2nc3ccccc3n3nnnc23)cc1	-3%	5%	6%[46.1 µM]	20%	2%	-1.1%	23%[38.3 µM]
Cc1ccc(-c2nnn(CC(=O)Nc3ccccc3-c3ccccc3)n2)c(-n2cnnn2)c1	-3%	-7%[9.22 µM]	-26%[46.1 µM]	1%	-10%	-1.2%	12%[38.3 µM]
COC(=O)Nc1sc2c(c1C(=O)NCc1ccco1)CCC2	-2%	-12%	-4%[46.1 µM]	-2%	8%	-2.2%	28%
CC(=O)Nc1ccc(S(=O)(=O)N(CCc2ccccc2)CC(=O)N/N=C/c2ccc(C(=O)O)cc2)cc1	36%[9.22 µM]	-2%[9.22 µM]	-16%	-1%	7%	0.0%	4%
O=C(CSc1ccc(-c2ccccn2)nn1)N1CCCCC1	.	-19%	10%	-4%	.	-0.1%	5%

Screens (PubChem BioAssay)
